Assay outcomes (PubChem)
Vif-APOBEC3G blk: qHTS for Inhibitors of Vif-A3G Interactions: qHTS | HeLa A3G-eYFP + Vif (tagged APOBEC3G with the HIV-1 protein that degrades it), YFP fluorescence, overnight | Potency, µM (doses to about 46.1 µM), inactives show top-dose activity, negative = active, hits mostly inhibitors | 0.076% of 410,000 active | AID 602310, 2012;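 note: potency is the fitted concentration of half-maximal effect; % is set by controls: 0 for no effect and ±100 for the full control effect; nearly all actives have a fitted effect of over 60% in size; hits raise eYFP signal because A3G escapes Vif-driven loss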
Target sequence (Q9HC16 whole entry, looked up): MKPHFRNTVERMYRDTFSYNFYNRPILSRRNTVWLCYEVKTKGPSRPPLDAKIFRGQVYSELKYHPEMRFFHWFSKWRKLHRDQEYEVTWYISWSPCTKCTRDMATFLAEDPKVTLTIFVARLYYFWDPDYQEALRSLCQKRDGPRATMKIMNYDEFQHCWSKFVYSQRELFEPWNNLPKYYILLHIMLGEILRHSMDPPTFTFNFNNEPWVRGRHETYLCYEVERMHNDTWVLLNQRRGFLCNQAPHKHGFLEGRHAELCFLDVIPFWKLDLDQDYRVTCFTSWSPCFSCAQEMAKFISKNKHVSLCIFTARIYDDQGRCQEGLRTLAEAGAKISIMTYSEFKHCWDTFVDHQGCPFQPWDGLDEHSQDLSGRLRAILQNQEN
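HeLa cells stably expressing Vif and C-terminally eYFP-tagged A3G, seeded overnight at 37 deg C, then exposed to compound by pintool overnight at 37 deg C. Rise in yellow fluorescence (Ex 488/Em 500-530, Acumen) marks blocked Vif-driven A3G degradation.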
Vif-APOBEC3F blk: qHTS for Inhibitors of Vif-A3F Interactions: qHTS. HeLa A3F-eYFP + Vif (tagged APOBEC3F with the HIV-1 protein that degrades it), YFP fluorescence increase. Potency, µM (highest dose often 46.1 µM), inactives show at the top dose activity, negative = active. 0.2% of 390,000 active. AID 602313, 2012; note: potency is the fitted concentration of half-maximal effect; % of control where 0% means no effect; nearly all actives have a fitted effect of over 65% in size
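HeLa cells stably expressing Vif plus C-terminally eYFP-tagged A3F were seeded, incubated overnight at 37 deg C, dosed with compound, incubated overnight again at 37 deg C. Yellow fluorescence (Ex 488/Em 500-530) reported blocked Vif-mediated A3F-eYFP degradation.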
D1 PAM: Potentiators of Human D1 Dopamine Receptor: qHTS; HEK293 TREx D1 cells, calcium flux, dopamine EC20 potentiation; potentiation, % at 10 µM; 0.036% of 360,000 active; in the data active = potentiation above about 30%; note: 0% is about no effect
D1 antag: Antagonist of Human D 1 Dopamine Receptor: qHTS. 3.2% of 360,000 active. HEK293 TREx D1 cells, calcium flux, dopamine EC80; stronger effect = lower value. D(1A) dopamine receptor (Homo sapiens), P21728. activity change, negative = inhibition, % at 10 µM. AID 504652, 2011; in the data active = activity change below about -30%; note: % is set by controls: 0 for no effect and ±100 for the full control effect
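Using tetracycline-induced force-coupled D1 Hek293 cells and a calcium dye, signals were followed for 180 s after compound, then for 180 s after EC80 dopamine, to detect inhibitors.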
Glioma ERSR ind: qHTS for Inducers of the Endoplasmic Reticulum Stress Response (ERSR) in Human Glioma: qHTS; U87-MG GRP78 promoter luciferase reporter, 16 h; Potency, µM, for the others: at the top dose activation, actives largely listed as activators; 0.02% of 420,000 active; AID 602332, 2012; note: potency is the fitted concentration of half-maximal effect; series mostly up to about 76 µM; % of control where 0% means no effect; nearly all actives have a fitted effect of over 35% in size
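Stably transfected U87-MG human glioma cells carrying a GRP78-based luminescent sensor were seeded at 1000 cells/well, pin-dosed with compounds and incubated 16 h. Luciferase reagent was then added, and end-point luminescence was read after 10 min at room temperature.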
D1 agonist: Allosteric Agonists of the Human D1 Dopamine Receptor: qHTS; D(1A) dopamine receptor (Homo sapiens), P21728; HEK293 T-REx D1 cells, calcium flux, agonist mode; activation, % at 2 µM; 1% of 360,000 active; AID 504660, 2011; in the data active = activation above about 30%; note: 0% is about no effect
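Tetracycline-induced HEK293 TREx D1 cells, force-coupled to calcium signalling, were dye-loaded with a no-wash calcium kit. Compound was pin-added after a 10 s baseline. Fluorescence was read kinetically at 1 cycle/s for 180 s, with calcium rises flagged as agonism.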
RXFP1 antag: qHTS Assay for Antagonists of the Relaxin Receptor RXFP1. activity change, negative = inhibition, % at 57.5 µM. Relaxin receptor 1 (Homo sapiens), Q9HBX9. 0.59% of 350,000 active. HEK293-RXFP1, relaxin-stimulated cAMP HTRF, 30 min; stronger effect = lower value;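 active = activity change of -60% or lower, but not beyond a set lower limit; inconclusive = change between -60% and -40%, or beyond the set limit; inactive = change above -40%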; note: % is set by controls: 0 for no effect and ±100 for the full control effect
D2 PAM: HTS Assay for Positive Allosteric Modulators of the Human D2 Dopamine Receptor: Primary Screen for Potentiators | potentiation, % at 10 µM | 0.34% of 340,000 active | D(2) dopamine receptor (Homo sapiens), P14416 | HEK293 T-REx D2, calcium flux, EC20 dopamine potentiation;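 active = potentiation over 3 SD above the plate norm, cut at about 30% in these data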; note: 0% is about no effect
Target sequence (P14416 whole entry, looked up): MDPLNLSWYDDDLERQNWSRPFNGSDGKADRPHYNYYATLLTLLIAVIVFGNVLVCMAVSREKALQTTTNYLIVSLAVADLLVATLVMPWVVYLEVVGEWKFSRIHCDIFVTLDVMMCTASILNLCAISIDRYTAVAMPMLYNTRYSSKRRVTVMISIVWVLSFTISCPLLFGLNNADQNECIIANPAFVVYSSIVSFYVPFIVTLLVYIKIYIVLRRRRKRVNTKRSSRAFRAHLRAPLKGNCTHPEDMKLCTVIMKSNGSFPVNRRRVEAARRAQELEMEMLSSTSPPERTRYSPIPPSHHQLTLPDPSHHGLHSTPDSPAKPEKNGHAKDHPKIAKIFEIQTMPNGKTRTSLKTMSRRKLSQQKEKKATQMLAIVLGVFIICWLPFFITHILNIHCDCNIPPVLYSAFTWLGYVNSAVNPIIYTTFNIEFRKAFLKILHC
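Potentiation of an EC20 dopamine calcium response measured kinetically over 180 s, after a preceding 180 s compound-only read flagging agonists. Cells: inducible Hek293 Trex D2 line, 4000/well, cultured overnight at 30 C before dye loading.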
RXFP1 ag: qHTS Assay for Agonists of the Relaxin Receptor RXFP1; Relaxin receptor 1 (Homo sapiens), Q9HBX9; HEK293T-RXFP1 cAMP TR-FRET, 30 min; response scale: percent of porcine relaxin response, buffer zero; Potency, µM (series often up to 57.5 µM), for inactives: at the highest dose activation, usual class: activators; 0.3% of 370,000 active; AID 2676, 2010; note: potency is the fitted concentration of half-maximal effect; % is set by controls: 0 for no effect and ±100 for the full control effect; nearly all actives have a fitted effect of over 60% in size; many of its hits are not listed in these tables
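Agonist response is measured as cAMP accumulation in an RXFP1-transfected HEK293T line under PDE4 inhibition. Values are scaled between buffer-only and 29 nM porcine relaxin, and EC50s come from standard Hill equation fits.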
The depositor's hits bear a star; ? = inconclusive; nt = no result given. Unless noted, calls come from the whole dose curve; as a rule, active = well fitted curve in the direction sought with a large enough effect; inconclusive = small, poorly fitted or top-dose-only effect, or another doubt; inactive = no such curve, though single readings can be large; an effect the other way counts as inactive or inconclusive. These rows are one share of the data; the hit share may differ from the screen's.

Below each compound – Glioma ERSR ind	D2 PAM	D1 PAM	D1 agonist	Vif-APOBEC3G blk	RXFP1 antag	D1 antag	RXFP1 ag	Vif-APOBEC3F blk
> O=C(CN(Cc1ccccc1)C(=O)CCC(=O)Nc1nccs1)NCc1ccco1
    -5%	-5	1	1	0%	-2	-26	0.4%	-5%
> Cc1ccc(CNC(=O)c2nnn(CC(=O)Nc3cc(C)ccc3C)c2N)cc1
    -3%	-6	1	0	-1%	13	-10	1.2%	2%
> O=C(NCc1ccccc1)C(c1cccs1)N(Cc1cccs1)C(=O)c1cnccn1 (centres undefined)
    -2%	8	-3	-1	-4%	-9	-2	-2.4%	2%
> O=C(O)CCSCCC(=O)O
    -4%	nt	-2	1	-1%	-4	-21	3.2%	-2%
> Cc1c(-c2cccc(Cl)c2)nc2ccccc2c1C(=O)NC1CC1
    -2%	15	-4	0	-2%	-8	-14	1.9%	-7%
> CCOC(=O)c1nnc(-c2cccs2)nc1NC(C)C
    5%	4	0	2	1%	-11	19	1.3%	-10%
> CC(C)CCNC(=O)C(c1ccco1)N(Cc1ccc(F)cc1)C(=O)c1snc(C(N)=O)c1N (centres undefined)
    -4%	-3	-2	2	0%	6	0	1.5%	-3%
> CCOC(=O)c1[nH]cnc1C(=O)Nc1ccc(C)cc1
    -3%	-2	1	1	-6%	0	13	5.7%	-3%
> O=C(CSc1nc2c(cnn2-c2ccc(F)cc2)c(=O)[nH]1)N1CCCc2ccccc21
    0%	17	5	1	-2%	-7	15	-0.6%	6%
> CCN(CC)CCOCCOc1ccc(Cl)c2ccccc12
    1%	-22	-3	8	0%	-11	-5	1.4%	3%
> COc1ccc2c(c1)c(=O)cc(C)n2CC(=O)NCc1ccco1
    -6%	1	0	1	-3%	1	-8	0.4%	-12%
> FC(F)Oc1cccc(NC(=S)N2CCN(c3ccccn3)CC2)c1
    1%	-9	-9	7	1%	-11	-71*	2.5%	-1%
> Brc1ccc(C2=NC(Cc3ccccc3)CO2)cc1 (centres undefined)
    2%	0	-3	-1	-1%	nt	18	1.1%	3%
> Cc1cc(CNC(=S)Nc2ccc(S(=O)(=O)Nc3ncccn3)cc2)nn1C
    -5%	17	3	1	0%	6	-5	-0.6%	7%
> COc1ccc(C2C=C(c3ccccc3)Nc3nc(NS(=O)(=O)c4ccc(Cl)cc4)nn32)cc1 (centres undefined)
    0%	2	0	0	-13%	4	3	-2.7%	?
> Cc1ccc(C(=O)NC(=S)Nc2cccc(-c3nc4ccccc4s3)c2)cc1
    2%	-10	0	-1	2%	0	-2	4.3%	5%
> Cc1ccc(C)c(/C=C2\CCn3c2nc2cc(C(=O)O)ccc2c3=O)c1
    -5%	-1	6	0	1%	1	0	0.3%	-6%
> CCc1ccccc1NC(=O)NC1CCCCCCC1
    -1%	nt	8	4	-1%	1	-4	-0.2%	3%
> CCCCNC(=S)NNC(=O)c1csc(C)c1C
    -2%	9	-2	4	-1%	21	-26	-0.2%	-1%
> CCc1ccc2occ(CC(=O)Nc3nnc(C)s3)c2c1
    0%	5	0	5	3%	-16	-10	3.1%	4%

D1 antag: hit marks shown above
| structure | D2 PAM | D1 PAM | D1 agonist | RXFP1 antag | D1 antag | RXFP1 ag |
| --- | --- | --- | --- | --- | --- | --- |
| FC(F)Oc1cccc(NC(=S)N2CCN(c3ccccn3)CC2)c1 | -9 | -9 | 7 | -11 | -71* | 2.5% |

Among those listed so far, 2 contain an NH in an aromatic ring:
Below each compound – Glioma ERSR ind	D2 PAM	D1 PAM	D1 agonist	Vif-APOBEC3G blk	RXFP1 antag	D1 antag	RXFP1 ag	Vif-APOBEC3F blk
> CCOC(=O)c1[nH]cnc1C(=O)Nc1ccc(C)cc1
    -3%	-2	1	1	-6%	0	13	5.7%	-3%
> O=C(CSc1nc2c(cnn2-c2ccc(F)cc2)c(=O)[nH]1)N1CCCc2ccccc21
    0%	17	5	1	-2%	-7	15	-0.6%	6%

The main list resumes, starting three compounds before the break.
Below each compound – Glioma ERSR ind	D2 PAM	D1 PAM	D1 agonist	Vif-APOBEC3G blk	RXFP1 antag	D1 antag	RXFP1 ag	Vif-APOBEC3F blk
> CCc1ccccc1NC(=O)NC1CCCCCCC1
    -1%	nt	8	4	-1%	1	-4	-0.2%	3%
> CCCCNC(=S)NNC(=O)c1csc(C)c1C
    -2%	9	-2	4	-1%	21	-26	-0.2%	-1%
> CCc1ccc2occ(CC(=O)Nc3nnc(C)s3)c2c1
    0%	5	0	5	3%	-16	-10	3.1%	4%
> CCCCN(c1ccccc1)c1ncnc2c1cnn2-c1ccc(Cl)cc1
    -4%	3	1	1	1%	-2	12	3.0%	0%
> COc1ccc(CCNC(=O)CSc2cn(CCNC(=O)c3ccccc3F)c3ccccc23)cc1OC
    -3%	-4	-3	6	-6%	nt	19	0.6%	-4%
> FC(F)(F)c1cccc(CNc2ncccc2-c2nc3cc(Cl)ccc3o2)c1
    -3%	5	6	4	-1%	6	2	0.4%	-2%
> COc1ccc(CSc2nnc(-c3ccncc3)n2C)cc1F
    -1%	-6	-3	3	1%	-5	-8	-1.8%	-25%
> CCN(CC(=O)Nc1cccc(S(=O)(=O)N2CCCC2)c1)CC(=O)Nc1ccccc1OC
    -4%	-8	-5	0	-1%	-12	-9	-1.8%	4%
> COc1ccc(C(=O)NCCN=C2NS(=O)(=O)c3ccccc32)cc1
    -4%	-10	0	1	3%	2	1	-2.1%	4%
> COc1ccccc1NS(=O)(=O)c1cc(C(=O)NCc2ccncc2)ccc1C
    -2%	1	3	3	-1%	-12	-9	-0.1%	-22%
> S=C(Nc1ccccc1)N1CCn2cccc2C1c1cccnc1 (centres undefined)
    -1%	-6	-3	1	0%	-6	2	-0.1%	6%
> Cc1ccc(-n2c(SCC(=O)N/N=C/c3ccccc3C(=O)O)nnc2-c2ccccc2)cc1
    -5%	4	-1	1	-3%	-17	-4	-0.3%	-3%
> CN(C)CCCN1c2ccccc2Sc2ccc3ccccc3c21
    -3%	nt	nt	nt	-12%	-63*	nt	nt	10%
> Cc1ccc(NCc2nnc(SCC(=O)N3CCc4ccccc43)n2C)cc1
    -3%	-5	0	1	0%	23	-2	2.7%	0%
> O=C(O)CSc1c2c(nc3cc(C(=O)N4CCOCC4)ccc13)CCCC2
    -4%	-2	2	-2	-1%	-5	0	2.5%	-7%
> O=C(C1=C(O)C(=O)N(CCN2CCOCC2)C1c1ccc([N+](=O)[O-])cc1)c1cccs1 (centres undefined)
    -4%	nt	-1	2	-1%	3	-75*	0.4%	1%
> COc1ccc(CN2CC(C(=O)NCc3cccc(OC)c3)CC2=O)cc1 (centres undefined)
    -6%	4	-1	3	-9%	-1	-30	0.2%	3%
> CN1CCN(CCCN(Cc2cccs2)C(=S)Nc2ccc(Cl)cc2)CC1
    -2%	-6	-2	13	4%	0	11	-1.5%	3%
> CCOc1ccc(OCC(=O)OC(C)C(=O)NC2CCCCC2C)cc1 (centres undefined)
    -1%	12	nt	5	0%	-10	17	-0.6%	-1%
> Cc1ccc2c(c1)nc(NCCCO)n2C
    0%	-4	-2	-1	1%	0	7	-0.5%	-2%
> CCN(CC)c1ccc(NS(=O)(=O)c2cc3[nH]c(=O)c(=O)[nH]c3cc2C)c(C)c1
    -4%	-8	-2	1	0%	-13	-38*	0.9%	-1%
> CCOC(=O)C1CCCN(c2cc(=O)n(C3CCCCC3)c(=O)[nH]2)C1 (centres undefined)
    -4%	1	-1	2	0%	-8	-5	3.1%	3%
> Cc1ccc(-c2nn(-c3cccc(F)c3)cc2CN2CCN(c3ccccn3)CC2)o1
    -2%	-26	-9	1	1%	-13	9	3.5%	-10%
> CC(=O)c1ccc(NC(=O)c2cc(C3CC3)nc3c2c(C)nn3-c2ccc(C)cc2)cc1
    -1%	-9	-4	4	1%	1	-13	3.3%	-1%
> COc1cc(C)ccc1OCC(=O)Nc1nnc(C2CC2)s1
    -2%	nt	nt	nt	2%	-12	nt	nt	-3%
> Cc1ccc(S(=O)(=O)N[C@H](C(=O)OCC(=O)NC(=O)NCc2ccco2)C(C)C)cc1
    -1%	nt	nt	nt	4%	-7	nt	nt	1%
> COc1ccc(CCNc2ncnc3cc(OC)c(OC)cc23)cc1OC
    -4%	8	-8	9	-6%	-6	-17	-0.9%	-14%
> Fc1ccc(CCNC(=S)Nc2ccc(F)cc2)cc1
    -3%	6	-8	17	-1%	-3	-19	-0.7%	?
> O=C1CN(C(=O)Cn2ncc(Cl)c(Cl)c2=O)c2ccccc2N1
    -18%	4	1	-1	?	-21	-8	2.7%	4%
> CC(C)(C)OC(=O)N1CCN(C(=O)c2[nH]cnc2C(=O)Nc2ccccc2F)CC1
    -2%	nt	nt	nt	2%	6	nt	nt	-1%
> CSc1nc2nccc(-c3ccc4c(c3)OCO4)n2n1
    1%	4	-1	5	-4%	-18	0	12%	-3%
> Cc1ccc(Cl)cc1N1CCN(C(=O)c2ccc3nc(N4CCC(C)CC4)sc3c2)CC1
    -1%	-3	-3	1	3%	-35	-3	-1.2%	-1%

Three entries already listed, arranged by the value under D1 agonist, largest number first:
| Structure | D1 agonist |
| --- | --- |
| Fc1ccc(CCNC(=S)Nc2ccc(F)cc2)cc1 | 17 |
| COc1ccc(CSc2nnc(-c3ccncc3)n2C)cc1F | 3 |
| Cc1ccc(-c2nn(-c3cccc(F)c3)cc2CN2CCN(c3ccccn3)CC2)o1 | 1 |
